M. tuberculosis HTS: M. tuberculosis growth inhibition, HTS (AID 449762); M. tuberculosis H37Rv growth inhibition, 7H9 media; higher % means a stronger effect; one-dose inhibition, % at 25 µM; IC50 in µM for titrated hits; 330,000 compounds, 0.59% hits; in the data active = a potency from the dose series; inconclusive = inhibition above about 70% without an active follow-up result;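 also: bacterial growth assessed after seven days of incubation; strong numbers were not always called active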
influenza NS1A: H1N1 influenza NS1A inhibitors, functional cell based assay (AID 504329); inhibition, % at 12.5 µM, or IC50 in µM where a hit was titrated; NS1A functional cell-based assay, percent inhibition; higher % means a stronger effect; 340,000 compounds, 0.3% hits; in the data active = a potency from the dose series; inconclusive = inhibition above about 27% without an active follow-up result; also: strong numbers were not always called active
inhibitors of VEEV: inhibitors of VEEV TC-83 cytopathic effect, confirmation, Vero cells (AID 588727). 350,000 compounds, 0.13% hits. inhibition, % at 20 µM; hits with a dose series show IC50 in µM. Vero cells, VEEV TC-83 cytopathic effect inhibition; higher % means a stronger effect; in the data active = a potency from the dose series; inconclusive = inhibition mostly from about 14% at the one dose, without a potency; inactive = the rest, 99 in 100 with inhibition below about 12%; also: strong numbers were not always called active
M. tuberculosis: growth inhibition of non-replicating M. tuberculosis (AID 488890) | Mycobacterium tuberculosis non-replicating, growth inhibition; higher % means a stronger effect | inhibition, % at 25 µM; hits with a dose series show IC50 in µM | 320,000 compounds, 0.39% hits; in the data active = a potency from the dose series; inconclusive = inhibition mostly from about 82% at the one dose, without a potency; inactive = the rest, 99 in 100 with inhibition below about 76%;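 also: plate controls were DMSO cells for no effect and high antibiotic wells for full effect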
Salmonella PhoP GFP: PhoP regulon inhibitors, Salmonella typhi PhoP promoter GFP reporter, confirmatory (AID 1850) | 310,000 compounds, 0.33% hits | Salmonella Typhi PhoP-promoter GFP reporter, fluorescence, 4 h; higher % means a stronger effect | one-dose inhibition, % at 50 µM; IC50 in µM for titrated hits; in the data active = a potency from the dose series; inconclusive = inhibition mostly from about 25% at the one dose, without a potency; inactive = the rest, 99 in 100 with inhibition below about 19%;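 also: 0% = induced wells with vehicle and 100% = uninduced wells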
inhibitors of VEEV 10K pilot screen: second read-out of inhibitors of VEEV, no call of its own (marks repeat the call); inhibition, %; measured here: 10K pilot screen inhibition
Active calls of the source: *.

Screening Nc1nc(SCC(=O)N2CCCC2)[nH]c(=O)c1NC(=O)c1cccs1 returned M. tuberculosis HTS -5%, influenza NS1A -5%, inhibitors of VEEV 1.0%, M. tuberculosis -8% and Salmonella PhoP GFP 24%.
Screening O=C(c1ccco1)N1CCN(Cc2c(Cl)cccc2Cl)CC1 returned M. tuberculosis HTS 1%, influenza NS1A -3%, inhibitors of VEEV inactive, M. tuberculosis 21% and Salmonella PhoP GFP -4%.
For O=C(O)c1cccc([N+](=O)[O-])c1C(=O)Nc1ccc2ccccc2c1 the results were M. tuberculosis HTS inconclusive, influenza NS1A -1%, inhibitors of VEEV 0.5%, M. tuberculosis 45% and Salmonella PhoP GFP 3%.
O=S(=O)(Nc1ccc(Cl)c(C(F)(F)F)c1)c1cnc[nH]1 was read as M. tuberculosis HTS -1%, influenza NS1A 17%, inhibitors of VEEV 3.2%, M. tuberculosis 8% and Salmonella PhoP GFP -5%.
`CN(CCOc1ccc(Cl)cc1)CC(=O)Nc1ccc(OC(F)(F)F)cc1` gave M. tuberculosis HTS 16%, influenza NS1A 2%, inhibitors of VEEV inactive, M. tuberculosis inconclusive and Salmonella PhoP GFP 2%.
`CCOC(=O)c1sc(Nc2nc3cc4c(cc3s2)OCO4)cc1C` gave M. tuberculosis HTS -1%, influenza NS1A -11%, inhibitors of VEEV 2.6%, M. tuberculosis 25% and Salmonella PhoP GFP 2%.
`Cc1cc(C)c(S(=O)(=O)N/N=C/c2ccc3c(c2)OCO3)c(C)c1` gave M. tuberculosis HTS -2%, influenza NS1A -6%, inhibitors of VEEV 0.7%, M. tuberculosis -3% and Salmonella PhoP GFP -6%.
For CC(C)c1ccc(/C=N/Nc2ccc(C(=O)O)cc2)cc1 the results were M. tuberculosis HTS 20%, influenza NS1A 5%, inhibitors of VEEV inactive, M. tuberculosis 27% and Salmonella PhoP GFP -5%.
Screening CN1CCN(S(=O)(=O)c2ccc(NC(=S)NC(=O)c3ccccc3)cc2)CC1 returned M. tuberculosis HTS 8%, influenza NS1A -2%, inhibitors of VEEV 0.5%, M. tuberculosis 30% and Salmonella PhoP GFP 0%.
Screening Cc1csc2ncc(C(=O)NCc3ccccn3)c(=O)n12 returned M. tuberculosis HTS -8%, influenza NS1A -1%, inhibitors of VEEV 0.3% and Salmonella PhoP GFP -6%.
For COc1ccc(CCNC(=O)C(=O)NCc2ccccn2)cc1 the results were M. tuberculosis HTS -2%, influenza NS1A -5%, inhibitors of VEEV inactive, M. tuberculosis 5% and Salmonella PhoP GFP 5%.
Screening CC(=O)c1ccc(NC(=O)/C=C/c2ccc(C)cc2)cc1 returned M. tuberculosis HTS 4%, influenza NS1A -7%, inhibitors of VEEV 1.1%, M. tuberculosis 64% and Salmonella PhoP GFP -10%.
Screening CCOC(=O)c1ccc(N2C(=O)C3CCOc4ccccc4C32)cc1 (stereo unspecified) returned M. tuberculosis HTS -1%, influenza NS1A 3%, inhibitors of VEEV 0.2%, M. tuberculosis -4% and inhibitors of VEEV 10K pilot screen 0.3.
For CC(=O)Nc1ccc(OCCOc2ccc([N+](=O)[O-])cc2)cc1 the results were M. tuberculosis HTS -3%, influenza NS1A -1%, inhibitors of VEEV inactive, M. tuberculosis 7% and Salmonella PhoP GFP -4%.
`COc1ccccc1CNC(=O)CCC1N=C2c3ccccc3N=C(SCC(=O)NCC3CCCO3)N2C1=O` (stereo unspecified) gave M. tuberculosis HTS 6%, influenza NS1A 0%, inhibitors of VEEV 0.2%, M. tuberculosis 8% and Salmonella PhoP GFP 6%.
C=CCSc1nnc(-c2sc(-c3ccccc3)nc2C)n1C was read as M. tuberculosis HTS -17%, influenza NS1A -3%, inhibitors of VEEV inactive, M. tuberculosis 20% and Salmonella PhoP GFP 0%.
Screening CCOC(=O)C1(Cc2ccccc2C(F)(F)F)CCN(CCCn2cccn2)CC1 returned M. tuberculosis HTS -6%, influenza NS1A -2%, inhibitors of VEEV 0.8%, M. tuberculosis 20% and Salmonella PhoP GFP -11%.
Cc1ccccc1-c1nnc(SCC(=O)NCc2ccc3c(c2)OCO3)n1C was read as M. tuberculosis HTS -1%, influenza NS1A -6%, inhibitors of VEEV 3.9%, M. tuberculosis 12% and Salmonella PhoP GFP -9%.
Screening Cc1cc(C)c(NC(=O)Nc2ccccc2)c(C)n1 returned M. tuberculosis HTS 5%, influenza NS1A -6%, inhibitors of VEEV inactive and M. tuberculosis 4%.
For O=C1C(=C(O)c2ccccc2)C(=O)c2ccccc21 the results were M. tuberculosis HTS 4%, influenza NS1A 3%, inhibitors of VEEV 1.2%, M. tuberculosis 17% and Salmonella PhoP GFP 11%.

Already shown: an excerpt of the list.
For CC(=O)Nc1ccc(OCCOc2ccc([N+](=O)[O-])cc2)cc1 the results were M. tuberculosis HTS -3%, influenza NS1A -1%, inhibitors of VEEV inactive, M. tuberculosis 7% and Salmonella PhoP GFP -4%.
`COc1ccccc1CNC(=O)CCC1N=C2c3ccccc3N=C(SCC(=O)NCC3CCCO3)N2C1=O` (stereo unspecified) gave M. tuberculosis HTS 6%, influenza NS1A 0%, inhibitors of VEEV 0.2%, M. tuberculosis 8% and Salmonella PhoP GFP 6%.
C=CCSc1nnc(-c2sc(-c3ccccc3)nc2C)n1C was read as M. tuberculosis HTS -17%, influenza NS1A -3%, inhibitors of VEEV inactive, M. tuberculosis 20% and Salmonella PhoP GFP 0%.
Screening CCOC(=O)C1(Cc2ccccc2C(F)(F)F)CCN(CCCn2cccn2)CC1 returned M. tuberculosis HTS -6%, influenza NS1A -2%, inhibitors of VEEV 0.8%, M. tuberculosis 20% and Salmonella PhoP GFP -11%.
Cc1ccccc1-c1nnc(SCC(=O)NCc2ccc3c(c2)OCO3)n1C was read as M. tuberculosis HTS -1%, influenza NS1A -6%, inhibitors of VEEV 3.9%, M. tuberculosis 12% and Salmonella PhoP GFP -9%.
Screening Cc1cc(C)c(NC(=O)Nc2ccccc2)c(C)n1 returned M. tuberculosis HTS 5%, influenza NS1A -6%, inhibitors of VEEV inactive and M. tuberculosis 4%.
For O=C1C(=C(O)c2ccccc2)C(=O)c2ccccc21 the results were M. tuberculosis HTS 4%, influenza NS1A 3%, inhibitors of VEEV 1.2%, M. tuberculosis 17% and Salmonella PhoP GFP 11%.

Carrying on:
Screening CCCc1cc(=O)oc2c3c(cc(OCC(=O)N[C@@H](CSC)C(=O)O)c12)OC(C)(C)CC3 returned M. tuberculosis HTS 2%, influenza NS1A -3%, inhibitors of VEEV 1.9%, M. tuberculosis -4% and Salmonella PhoP GFP 1%.
Clc1ccc(-c2noc(CN3CCCC3)n2)cc1 was read as M. tuberculosis HTS -2%, influenza NS1A -2%, inhibitors of VEEV 0.5%, M. tuberculosis 64% and Salmonella PhoP GFP 1%.
Screening O=C(NNC(=O)c1cc(-c2ccccc2Cl)nc2ccccc12)c1csc(N2CCOCC2)n1 returned M. tuberculosis HTS inconclusive, influenza NS1A 2%, inhibitors of VEEV 11%, M. tuberculosis -9% and Salmonella PhoP GFP 3%.
CCN1C(=O)CSc2ccc(C(=O)NCc3ccccc3)cc21 was read as M. tuberculosis HTS -4%, influenza NS1A 3%, inhibitors of VEEV inactive, M. tuberculosis -7% and Salmonella PhoP GFP -3%.
`O=C(c1ccc(Cl)cc1)c1ccc(OCC(O)CN2CCOCC2)cc1` (stereo unspecified) gave M. tuberculosis HTS 2%, influenza NS1A -3%, inhibitors of VEEV 1.0%, M. tuberculosis -1%, Salmonella PhoP GFP -6% and inhibitors of VEEV 10K pilot screen 0.0.
For CN(CC(=O)Nc1cccc(F)c1)C(=O)c1ccc(-c2ccc(Cl)cc2)o1 the results were M. tuberculosis HTS 55%, influenza NS1A -1%, inhibitors of VEEV 7.1%, M. tuberculosis 29% and Salmonella PhoP GFP -8%.
Screening CCN(CC)C(=S)NC(=O)c1cccnc1 returned M. tuberculosis HTS 5%, influenza NS1A -1%, inhibitors of VEEV 0.7%, M. tuberculosis 52% and Salmonella PhoP GFP 6%.
CCn1c(CSc2nc3ccccc3s2)nnc1SCC(N)=O was read as M. tuberculosis HTS -10%, influenza NS1A 2%, inhibitors of VEEV 3.7%, M. tuberculosis -3% and Salmonella PhoP GFP -5%.
COc1ccc(C2CC(c3ccc(Cl)cc3Cl)Nc3nc(N)nn32)cc1 (stereo unspecified) was read as M. tuberculosis HTS -1%, influenza NS1A -4%, inhibitors of VEEV 7.7%, M. tuberculosis 42% and Salmonella PhoP GFP -12%.
`CC1CC(C)(C)NC(=S)N1CC(=O)NCc1ccc(Cl)cc1` (stereo unspecified) gave M. tuberculosis HTS -11%, influenza NS1A -2%, inhibitors of VEEV 0.4%, M. tuberculosis 15% and Salmonella PhoP GFP -4%.
Screening Cc1ccc(CNC(=O)C2CC(c3ccccc3C(F)(F)F)=NO2)cc1 (stereo unspecified) returned M. tuberculosis HTS 4%, influenza NS1A 2%, inhibitors of VEEV 6.7%, M. tuberculosis 10% and Salmonella PhoP GFP -12%.
O=C(COC(=O)c1ccc(S(=O)(=O)N2CCCC2)cc1)NCc1ccc(F)cc1 was read as M. tuberculosis HTS 3%, influenza NS1A 2%, inhibitors of VEEV 3.0%, M. tuberculosis 10%, Salmonella PhoP GFP 1% and inhibitors of VEEV 10K pilot screen 0.0.
Screening CCOC(=O)Cc1csc(NC(=O)c2ccc(F)cc2)n1 returned M. tuberculosis HTS 6%, influenza NS1A -15%, inhibitors of VEEV inactive, M. tuberculosis 26% and Salmonella PhoP GFP -5%.
For CCCCNCc1cc(Cl)c(OCCC)c(OCC)c1 the results were M. tuberculosis HTS 6%, influenza NS1A 4%, inhibitors of VEEV inactive, M. tuberculosis 55% and Salmonella PhoP GFP 2%.
`CCCCC1C(=O)CC[C@H]2[C@@H]1CC(=O)[C@@H]2C/C=C\CCCC(=O)O` (stereo partly specified) gave M. tuberculosis HTS 4%, influenza NS1A 4%, inhibitors of VEEV 2.0%, M. tuberculosis -14% and Salmonella PhoP GFP -1%.
Cc1cccc(Cl)c1NC(=S)N1CCN(c2ccc([N+](=O)[O-])cn2)CC1 was read as M. tuberculosis HTS 1%, influenza NS1A 1%, inhibitors of VEEV inactive, M. tuberculosis 5% and Salmonella PhoP GFP 9%.
Screening O=C(CSc1nc2ncc(Br)cc2[nH]1)Nc1ccc2c(c1)OCO2 returned M. tuberculosis HTS 6µM*, influenza NS1A -10%, inhibitors of VEEV 1.4%, M. tuberculosis inconclusive and Salmonella PhoP GFP 5%.
Screening O=C(NCCCO)C(=O)NCC1OCCCN1S(=O)(=O)c1cccs1 (stereo unspecified) returned M. tuberculosis HTS -16%, influenza NS1A -9%, inhibitors of VEEV inactive, M. tuberculosis 1% and Salmonella PhoP GFP -3%.
For O=C(Nc1cccc(F)c1)NC1(C(=O)N2CCOCC2)CCCCC1 the results were M. tuberculosis HTS -8%, influenza NS1A 10%, inhibitors of VEEV 0.6%, M. tuberculosis 5% and Salmonella PhoP GFP -1%.
For O=C(O)C1=C[C@@H](c2ccc(Br)cc2)C[C@@H](OCc2ccc(CO)cc2)O1 the results were M. tuberculosis HTS -1%, influenza NS1A -6%, inhibitors of VEEV 1.7%, M. tuberculosis 21% and Salmonella PhoP GFP -10%.
Screening O=C(CCn1cccc1)Nc1ccc(F)cc1 returned M. tuberculosis HTS -3%, influenza NS1A 0%, inhibitors of VEEV 3.9%, M. tuberculosis -1% and Salmonella PhoP GFP 7%.
`CCOC(=O)c1cc(S(=O)(=O)NCc2ccco2)cn1C` gave M. tuberculosis HTS 3%, influenza NS1A 9%, inhibitors of VEEV inactive, M. tuberculosis 2% and Salmonella PhoP GFP 10%.
Screening CC1(C(=O)NCCc2c[nH]c3ccccc23)C=CC2(CCCCC2)N1C(=O)c1ccccc1 (stereo unspecified) returned M. tuberculosis HTS -9%, influenza NS1A 14%, inhibitors of VEEV 4.6%, M. tuberculosis 30% and Salmonella PhoP GFP -4%.
Screening CC(C)C(NC(=O)c1ccco1)C(=O)NCC(c1ccco1)N1CCCCC1 (stereo unspecified) returned M. tuberculosis HTS -6%, influenza NS1A -3%, inhibitors of VEEV 3.5%, M. tuberculosis 10% and Salmonella PhoP GFP 12%.
Screening CS(=O)(=O)N1N=C(c2cccs2)CC1c1ccccc1 (stereo unspecified) returned M. tuberculosis HTS -5%, influenza NS1A 14%, inhibitors of VEEV 0.4%, M. tuberculosis -4% and Salmonella PhoP GFP -12%.

Screens (PubChem)
